Compound activity as filed in PubChem BioAssay.
Peg3 imprint: induces erasure of genomic imprints in mouse ES cells; mouse ES Peg3-LacZ reporter, beta-gal luminescence, 40 h; Potency, µM (highest dose often 60.7 µM), for inactives: top-dose activity change, positive = activation, hits mostly activators; 110,000 tested, 0.02% active;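 also: 0% = negative control wells on the plate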
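Gelatin-coated wells received 300 freshly trypsinized female ES cells with a Peg3LacZ-Neo reporter on the maternal allele, then incubated 40 hours at 37C. BetaGlo was added for 5 minutes at room temperature before a single luminescence read.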
p53ts 32C tox: p53ts cell cytotoxicity, permissive temperature. H1299-p53A138V at 32C, ATP luminescence viability, 24 h. Potency, µM (doses to about 46.1 µM), for inactives: at the top dose activity change, negative = cytotoxicity, most hits filed as cytotoxic. 130,000 tested, 0.93% active. AID 924;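 also: 0% = DMSO and -100% = full killing by reference compound; nearly all actives have a fitted effect of over 55% in size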
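Viability by ATPlite luminescence after 24 h compound treatment (up to 46 uM) at the permissive 32C. Cells are H1299 carrying p53 A138V. Scale runs from DMSO basal to 100 uM tamoxifen as full kill; AC50 from Hill fits.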
IkB signaling: IkB pathway inhibition in ABC-DLBCL cells; Potency, µM (doses to about 57.1 µM), inactives show top-dose IkBa stabilization activation; ABC-DLBCL IkBa-CBG/CBR dual luciferase ratio, 4 h; response scale: scaled: untreated 0%, proteasome inhibitor 100%; 110,000 tested, 0.04% active; active = well fitted curve in the direction sought with a large enough effect in the signal ratio, not every such curve was filed as active; inconclusive = small, poorly fitted or top-dose-only effect, or a change in a side signal; the % refers to the signal ratio;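 also: the direction sought is a rising ratio; 0% = basal untreated cells and 100% = reference inhibitor full response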
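In this assay, an IκBα–CBG68 fusion accumulates when IKK-driven degradation is blocked; native CBR normalizes for cell number. OCI-Ly3 cells were treated 4 h with compound and doxycycline, then green and red light read after Chroma-Glo addition.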
p53ts 39C kill: kills p53ts cells at the nonpermissive temperature | H1299-p53A138V viability at 39C, ATP luminescence, 24 h | Potency, µM (highest dose often 46.1 µM), for inactives: top-dose activity change, negative = cell killing, actives largely listed as cytotoxic | 130,000 tested, 1.5% active | AID 902; also: nearly all actives have a fitted effect of over 55% in size
Active calls of the source: *; u = inconclusive; x = no result given; [ ] = dose if it differs, or a comment. Unless noted, calls follow the shape of the dose curve; as a rule, active = well fitted curve in the direction sought with a large enough effect; inconclusive = small, poorly fitted or top-dose-only effect, or another doubt; inactive = no such curve, though single readings can be large; an effect the other way counts as inactive or inconclusive. Unless noted, % is scaled to controls: 0 for no effect and ±100 for the full control effect; potency is read from the fitted curve at half-maximal effect.

SMILES	Peg3 imprint	p53ts 32C tox	IkB signaling	p53ts 39C kill
CCOc1ccc(NC(=O)CN2CCN(S(=O)(=O)c3ccc(OC)cc3)CC2)cc1	-9%[10.9 µM]	7%	-1.3%	10%
O=C(CCCn1c(=S)[nH]c2cc3c(cc2c1=O)OCO3)N1CCc2ccccc2C1	-13%	-3%	u	-3%
COc1cccc(Nc2nc3c(S(=O)(=O)c4cc(C)ccc4C)nnn3c3ccsc23)c1	3%[10.9 µM]	0%	0.6%	u
CCN=C(N)CSS(=O)(=O)O	-13%[10.9 µM]	-2%[9.22 µM]	0.1%[11.4 µM]	-4%[9.22 µM]
CCc1cccc(-n2c(=O)c3cccnc3n2CC(=O)Nc2ccc(F)c(C)c2)c1	u	6%	-0.9%	-16%
COc1ccc(Oc2ncc3nc(C)c(=O)n(C)c3n2)cc1	x	-6%	3.0%[11.4 µM]	-6%
CCc1cccc2c1NC(=O)[C@]21[C@@H]2C(=O)N(Cc3ccccc3)C(=O)[C@@H]2[C@@H]2CCCN21	2%	13%	u	22%
CCN(Cc1ccccc1)C(=O)Cn1c(=O)n(-c2ccc(C)c(C)c2)c(=O)c2c(C)c(C)sc21	-9%[10.9 µM]	14%	u	33%[activator]
Cc1oc(-c2ccc(F)cc2)cc1-c1nn2c(-c3ccco3)nnc2s1	22%	10%	2.8%	7%
O=C(Nc1nc(-c2ccccc2)c(C(=O)c2ccccc2)s1)c1ccc(S(=O)(=O)N2CCCC2)cc1	x	-3%	x	11%
Cc1nc2nc(NC(=O)c3ccc(Cl)cc3)[nH]n2c(=O)c1Cc1ccccc1	-6%[10.9 µM]	-5%	0.8%	u
CCN(c1ccccc1)S(=O)(=O)c1cc(Br)cc2c1N(C(=O)C1CC1)CC2	-17%[10.9 µM]	5%	-1.4%	18%
CC(C)OCCCNC(=O)CN1CCN(Cc2ccccc2Cl)C1=O	1%	12%	-1.5%	-1%
N#Cc1ccc(OC(=O)c2ccc(N=C(N)N)cc2)cc1	-17%[10.9 µM]	9%[9.22 µM]	0.7%[11.4 µM]	10%[9.22 µM]
O=c1c(-c2ccco2)[n+]([O-])c2ccccc2n1OCc1ccccn1	21%	9%	4.0%	11%
O=C(c1cc2c(=O)oc3ccccc3c2s1)N1CCN(c2cccc(Cl)c2)CC1	-6%[10.9 µM]	-3%	-0.4%	-15%
COc1ccc(NC(=O)N2CCCC3(CCN(C(=O)c4c(C)noc4C)CC3)C2)cc1	x	1%	0.7%[11.4 µM]	3%
CCCCN(C)CCNC(=O)c1cc(-c2ccc(Cl)s2)nc2ccccc12	-9%[10.9 µM]	7%	u	13µM*
Cc1cccc2cc(-c3nc(-c4cccs4)no3)c(=O)oc12	-8%[10.9 µM]	-2%	40%	16%
COc1ccc(NC(C)=O)cc1NC(=O)CSc1nnc(-c2ccc(F)cc2)n1N	12%	2%	0.1%	6%
O=C(c1cc2c(=O)oc3ccccc3c2s1)N1CCN(c2ccccc2)CC1	-8%[10.9 µM]	-7%	10%	15%
COc1ccccc1C(=O)N1CCN(CCc2ccccc2)CC1	-11%	1%	1.4%	7%
CCOc1ccccc1C(=O)NC1CC2CCCC(C1)N2Cc1nnnn1Cc1ccco1 (stereo unspecified)	-15%	5%	1.4%	-7%
COC(=O)C(CC(C)C)NC(=O)CSc1nc(-c2ccccc2)c(C#N)c(=O)[nH]1 (stereo unspecified)	-12%	-1%	1.6%	-1%
Cc1ccsc1C(=O)OC1CCOC1=O (stereo unspecified)	-4%	3%	0.6%	0%
CCOc1ccccc1CNC(=O)C1CCN(C(=O)N2CCOc3ccc(Cl)cc32)CC1	-14%[10.9 µM]	12%	-2.2%	-15%
Cc1ccc(NC(=O)CSc2nc3nccnc3c(=O)n2CCc2c[nH]c3ccccc23)c(C)c1	-6%[10.9 µM]	-6%	-0.1%	21%
CC(C)C(OC(=O)C1CCCO1)C(=O)NC1CCCC1 (stereo unspecified)	-2%	-4%	-0.5%	6%
O=C(NCCCn1ccnc1)C(=O)NCc1ccccc1	x	-11%	x	31%
CCOc1ccc(NC(=O)Cn2cc(C(=O)c3ccccc3)c(=O)c3cc(OC)ccc32)cc1	-7%[10.9 µM]	-1%	1.1%	-13%
CC(=O)Nc1ccc(S(=O)(=O)Nc2ccc(N3CCOCC3)c(F)c2)cc1	-11%	2%	2.2%	0%
O=C(Cn1cc(S(=O)(=O)N2CCN(c3ccccc3F)CC2)c2ccccc2c1=O)Nc1ccc(F)cc1Cl	10%[10.9 µM]	3%	4.8%	-11%
Cc1ccc(S(=O)(=O)N2CCCC(c3nnc4n3-c3ccccc3SC4)C2)cc1 (stereo unspecified)	-19%	1%	3.0%	-5%
COc1cc(OC)cc(-c2nc3nc(C)c(CCC(=O)Nc4cc(C)cc(C)c4)c(C)n3n2)c1	4%[10.9 µM]	-2%	u	-13%
Nc1ccc(Cl)c(NC(=O)c2cccs2)c1	-23%	8%	1.2%	9%
Cc1ccc(NC(=O)CCNS(=O)(=O)c2cccc3nonc23)cc1Cl	-5%[10.9 µM]	13%	0.0%	21%
Cc1cc(=O)n2[nH]c(-c3ccccc3Cl)cc2n1	-31%[inhibitor]	u	-1.0%	-27%
O=C(Cn1c(=O)oc2ccccc21)NC(=O)NCc1ccco1	-1%	-9%	-1.6%	-1%
Cc1oc2ncn(CC(C)C)c(=O)c2c1C(=O)N1CCN(c2ccccc2F)CC1	20%[10.9 µM]	-5%	-2.6%	15%
COc1ccc(CNc2nc(-c3ccccc3)nn2C(=O)c2ccccc2OC)cc1	7%[10.9 µM]	0%	0.9%	4%
CCOc1ccc(-c2nnc(N)s2)cc1	-11%	u	-1.5%	u
CCOC(=O)c1c(CN2CCC(C)CC2)oc2ccc(OC)cc12	-20%	-11%	1.7%	2%
CNc1nc(-c2ccccc2C(F)(F)F)nc2ccccc12	6%	8%	1.8%[11.4 µM]	-14%
CC1=C(C(=O)OCc2ccccc2)C(c2ccccc2OC(F)F)NC(=O)N1 (stereo unspecified)	-11%	21%	1.7%	37%[activator]
Cc1ccc2nc(N3CCN(c4cccc(Cl)c4)CC3)c(-n3nc(C)cc3C)nc2c1	6%[10.9 µM]	11%	7.4%	-12%
CC(=O)c1c(COC(=O)c2ccco2)nc2ccccc2[n+]1[O-]	-17%	3%	-2.2%	3%
CCOC(=O)c1ccc(N2C(=O)C(O)=C(C(C)=O)C2c2ccccn2)cc1 (stereo unspecified)	-2%	-12%	-0.5%	-16%
COc1cccc(NC(=O)Cn2c(=O)n(CC(=O)NCCc3ccccc3)c(=O)c3sccc32)c1	6%[10.9 µM]	-10%	u	35%[activator]
COc1ccc(NC(=O)CN2C(=O)COc3ccc(S(=O)(=O)N4CCOCC4)cc32)cc1Cl	-16%[10.9 µM]	8%	0.7%	0%
CC1CCC(O)([C@](C)(C(=O)O)c2ccccc2)CC1 (stereo partly specified)	-6%[10.9 µM]	-8%[9.22 µM]	1.0%[11.4 µM]	0%[9.22 µM]
c1ccc(-c2ccccc2-c2nc(-c3ccncc3)no2)cc1	-25%	5%	-0.3%	15%
COc1cc(NC(=O)CCc2nc3cccnc3n2Cc2cccs2)cc(OC)c1OC	-9%[10.9 µM]	-1%	u	13%
COc1ccc(NC(=O)N(C(C)C)C2CCN(C(C)=O)CC2)c(OC)c1	-11%[10.9 µM]	-4%	u	u
Cc1ccc(C)c(C(=O)NCCN(C)C)c1	-5%	-10%	-0.1%	-1%
COc1ccc2c(c1)OCC(Cc1ccc(O)c(OC)c1)C2=O (stereo unspecified)	-2%	36%[activator]	x	34%[activator]
CN(C)CCc1c[nH]c2ccc(CS(=O)(=O)N3CCCC3)cc12	-11%	15%	x	9%
COc1ccc(CNc2cc(-c3ccccc3Cl)ncn2)c(OC)c1	-12%	6%	-0.5%[11.4 µM]	-10%
C#CCN1C(=O)C(O)(CC(=O)c2ccc(OC)c(OC)c2)c2ccccc21 (stereo unspecified)	-20%	0%	-1.4%	3%
CCCOc1ccc(C(=O)N2CCCC2C(=O)O)cc1 (stereo unspecified)	-2%	-6%	-0.6%	14%
NCC12CC3CC(C1)CC(CN)(C3)C2	3%	4%	0.2%	20%

Shown with values under each structure: entries from further up.
Below each SMILES – Peg3 imprint, p53ts 32C tox, IkB signaling, p53ts 39C kill
COc1ccc(NC(=O)N(C(C)C)C2CCN(C(C)=O)CC2)c(OC)c1
    -11%[10.9 µM], -4%, u, u
NCC12CC3CC(C1)CC(CN)(C3)C2
    3%, 4%, 0.2%, 20%
CN(C)CCc1c[nH]c2ccc(CS(=O)(=O)N3CCCC3)cc12
    -11%, 15%, x, 9%
CCCOc1ccc(C(=O)N2CCCC2C(=O)O)cc1 (stereo unspecified)
    -2%, -6%, -0.6%, 14%
CC1=C(C(=O)OCc2ccccc2)C(c2ccccc2OC(F)F)NC(=O)N1 (stereo unspecified)
    -11%, 21%, 1.7%, 37%[activator]

Continuation:
SMILES	Peg3 imprint	p53ts 32C tox	IkB signaling	p53ts 39C kill
O=C(c1ccc2c(=O)n(CCc3ccccc3)c(=O)[nH]c2c1)N1CCN(c2ccc(Cl)cc2)CC1	-15%[10.9 µM]	0%	u	-15%
Cc1nc(CNS(=O)(=O)c2ccc(Oc3ccccc3)cc2)cs1	-21%	-29%	u	-9%
CCOC(=O)C(C)Sc1ncnc2c1c(-c1ccccc1)cn2-c1ccc(OC)cc1 (stereo unspecified)	x	-9%	x	-14%
COc1ccccc1Cn1c(CNS(=O)(=O)c2c(C)cc(C)cc2C)nc2cccnc21	u	6%	u	-22%
COc1ccc(N(CC(=O)N2c3ccccc3CC2C)S(=O)(=O)c2c(C)nn(C)c2C)cc1 (stereo unspecified)	-6%	11%	-1.2%	4%
COCCNc1nc(-c2ccccc2CN(C)C)nc2ccccc12	-21%	5%	-4.3%[11.4 µM]	-5%
COc1ccc2c(c1)CC(C(=O)Nc1c(C)cc(C)cc1C)CO2 (stereo unspecified)	-6%[10.9 µM]	21%	u	-1%
Cc1cc(C(=O)CSc2nnc(Cc3ccccc3)o2)c(C)n1Cc1ccc2c(c1)OCO2	-15%	4%	u	-13%
COc1ccccc1CNc1ccnc(-c2ccc(C(=O)N(C)C)cc2)n1	-22%	5%	2.8%[11.4 µM]	-2%
O=C(NCC1CCCO1)C1CC(=O)N(C2CCCCCC2)C1 (stereo unspecified)	-2%	-2%	0.2%	0%
O=C(c1cccs1)N1CCN(C(=O)N2CCOCC2)CC1	-6%	-8%	1.1%	0%
CCCCN(CC)CCCNC(=O)c1cn(CC)c2ccc(S(=O)(=O)N3CCc4ccccc4C3)cc2c1=O	1%[10.9 µM]	-22%	u	-26%
O=C(CSc1nc(-c2ccco2)cc(C(F)(F)F)n1)NCCc1ccccc1	-7%	-18%	0.8%	-21%
CC(=O)Nc1ccc(S(=O)(=O)NCCc2csc3nc(-c4ccc(Cl)cc4)nn23)cc1	-7%[10.9 µM]	4%	-1.1%	-18%
Cc1cc(C)c2oc(-c3ccc(Cl)c(NC(=O)c4ccc(C#N)cc4F)c3)nc2c1	-5%	3%	1.3%	1%
COc1cccc(CNn2c(-c3cccc(C)c3)nc3ccccc3c2=O)c1O	-3%	2%	u	7%
CSCC[C@H](NC(=O)OC(C)(C)C)c1nnc(SCc2ccc(F)cc2)o1	-18%	1%	4.6%	6%
CCOc1ccccc1NC(=O)N1CCC(NC(=O)c2ccccc2C)CC1	6%	3%	0.0%	12%
O=c1oc2ccc3ccccc3c2cc1-c1nnc(Nc2ccc(Cl)cc2Cl)s1	-10%[10.9 µM]	5%	0.1%	11%
COc1ccc(C(=O)NCc2ccc3c(c2)CCN3C(C)=O)cc1OC	-3%[10.9 µM]	0%	-2.1%	-1%
COc1ccc(OC)c(N=CC2=C(O)CC(C)(C)CC2=O)c1	4%	3%	-3.2%	0%
COc1ccc(N(C)C(=O)c2cc(S(=O)(=O)N3CCc4ccccc43)cn2C)c(OC)c1	-13%[10.9 µM]	-22%	-4.2%	-26%

Quoted from the results shown, 3 compounds:
SMILES	Peg3 imprint	p53ts 32C tox	IkB signaling	p53ts 39C kill
O=C(c1ccc2c(=O)n(CCc3ccccc3)c(=O)[nH]c2c1)N1CCN(c2ccc(Cl)cc2)CC1	-15%[10.9 µM]	0%	u	-15%
Cc1nc(CNS(=O)(=O)c2ccc(Oc3ccccc3)cc2)cs1	-21%	-29%	u	-9%
CCOC(=O)C(C)Sc1ncnc2c1c(-c1ccccc1)cn2-c1ccc(OC)cc1 (stereo unspecified)	x	-9%	x	-14%
